# DT40 TDP1 no CPT: qHTS for Inhibitors of human tyrosyl-DNA phosphodiesterase 1 (TDP1): qHTS in cells in absence of CPT; AID 686978, 2013; Potency, µM (highest dose often 46.2 µM), without a hit: top-dose activity change, negative = growth inhibition, actives largely listed as inhibitors; DT40 Tdp1-/- hTDP1 cells, no CPT, ATP luminescence, 48 h; 420,000 compounds, 15% hits; note: nearly all actives have a fitted effect of over 55% in size
#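 Compound effects on proliferation are scored in DT40 Tdp1-/-;hTDP1 cells in the absence of CPT. ATP levels (CellTiter-Glo luminescence) are recorded after a ≥48 hr, 37 °C incubation.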
# DT40 TDP1 CPT: DT40-hTDP1 cell growth loss with CPT; chicken DT40 Tdp1-/-;hTDP1 cells + 20 nM CPT, ATP luminescence, 48 h; Potency, µM (series often up to 46.2 µM), for the others: at the highest dose activity change, negative = growth inhibition, actives largely listed as inhibitors; 420,000 compounds, 12% hits; note: nearly all actives have a fitted effect of over 55% in size
#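 Chicken DT40 Tdp1-/- cells stably complemented with human TDP1 were seeded at 400 cells/well in medium containing 20 nM camptothecin, exposed to pin-transferred compounds, and grown at 37 °C for at least 48 hr. Viability was read as ATP luminescence.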
# TDP1 inh: inhibitors of human tyrosyl-DNA phosphodiesterase TDP1 | Q9NUW8 | recombinant TDP1, AlphaScreen DNA substrate cleavage | Potency, µM (top dose mostly 130 µM), inactives show at the highest dose activity change, negative = inhibition, actives largely listed as inhibitors | 350,000 compounds, 0.28% hits | AID 485290; note: nearly all actives have a fitted effect of over 40% in size
# Target sequence (Q9NUW8 whole entry, looked up): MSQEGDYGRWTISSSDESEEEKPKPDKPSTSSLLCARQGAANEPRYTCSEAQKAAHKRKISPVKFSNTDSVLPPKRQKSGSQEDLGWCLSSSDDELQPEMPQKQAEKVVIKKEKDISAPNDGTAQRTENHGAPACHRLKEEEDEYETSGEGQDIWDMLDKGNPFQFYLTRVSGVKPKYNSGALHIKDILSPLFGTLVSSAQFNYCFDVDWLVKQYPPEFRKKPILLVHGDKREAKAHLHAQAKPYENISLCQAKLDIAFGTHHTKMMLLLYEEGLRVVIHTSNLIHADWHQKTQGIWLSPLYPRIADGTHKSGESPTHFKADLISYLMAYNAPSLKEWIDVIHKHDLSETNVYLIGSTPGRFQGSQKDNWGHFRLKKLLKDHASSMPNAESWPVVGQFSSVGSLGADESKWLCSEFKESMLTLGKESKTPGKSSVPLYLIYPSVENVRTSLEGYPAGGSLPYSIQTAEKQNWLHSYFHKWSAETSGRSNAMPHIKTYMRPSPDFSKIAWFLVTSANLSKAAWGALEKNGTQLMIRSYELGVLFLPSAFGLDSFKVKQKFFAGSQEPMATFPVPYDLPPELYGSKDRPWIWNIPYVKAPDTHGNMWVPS
#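 Recombinant human Tdp1 (E. coli-expressed, 1 nM final) preincubated with compounds 15 min at room temperature, then 5'-biotin/3'-phosphotyrosine-FITC DNA substrate (15 nM final) added for 5 min. AlphaScreen beads (10 ug/ml final) added 10 min; cleavage lowers signal.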
# * marks the source's active call; other numbers are inactive results; ? = inconclusive; . = no result given; & = joins results of further samples; [ ] = remark or other dose. Calls come from the whole dose curve; as a rule, active = well fitted curve in the direction sought with a large enough effect; inconclusive = small, poorly fitted or top-dose-only effect, or another doubt; inactive = no such curve, though single readings can be large; an effect the other way counts as inactive or inconclusive. % is set by controls: 0 for no effect and ±100 for the full control effect; potency is the fitted concentration of half-maximal effect.
SMILES,DT40 TDP1 no CPT,DT40 TDP1 CPT,TDP1 inh
O=C(NCc1ccccc1Cl)C1CCCN1S(=O)(=O)c1ccc(F)cc1 (configuration not stated),-29%,-28%,0%
Cc1ccc(OCC(=O)NCC(=O)Nc2ccc(F)cc2)c([N+](=O)[O-])n1,-12%,-11%,4%
COCCNC(=O)C(C)OC(=O)c1cc2sccc2n1C (configuration not stated),-26%,-8%,3%
NS(=O)(=O)c1ccc(NC(=O)CSc2ncccn2)cc1,0%,-1%,-1%
CCc1ncc(CN2CCC(C(=O)Nc3ccc(-n4nc(C)cc4C)cc3)CC2)cn1,5%,-16%,2%
OCCNc1nc(Nc2cccc(O)c2)nc2ccccc12,?,?,4%
CC1=C(C(=O)N2CCOCC2)C(c2ccccc2F)C2=C(CC(C)(C)CC2=O)N1 (configuration not stated),-7%,-26%,4%
CC(Oc1ccc2ccccc2c1)C(=O)NNC(=O)Nc1ccccc1F (configuration not stated),-8%,-21%,4%
CS(=O)(=O)NNC(=O)c1cc2cc3ccccc3nc2s1,-19%,-5%,2%
CC(=O)N1c2ccc(S(=O)(=O)N(C)CC(=O)N(C)Cc3ccccc3)cc2CC1C (configuration not stated),-10%,-18%,2%
Cc1cc(=O)oc2cc(NC(=O)CN3C(=O)NC(C)(c4ccccc4)C3=O)ccc12 (configuration not stated),-15%,10%,.
CCN(Cc1ccccc1)C(c1ccc(C)cc1)c1nnnn1C(C)(C)CC (configuration not stated),13µM*,?,-1%
O=C(Cn1cc(C(F)(F)F)cc(Cl)c1=O)NC1CCS(=O)(=O)C1 (configuration not stated),7%,-2%,0%
CCc1ccc(NS(=O)(=O)c2c(C(=O)N3CCOCC3)c(C)n(C)c2C)cc1,6%,-3%,1%
O=C(CSc1nnc(-c2ccc(F)cc2)o1)Nc1ccc(S(=O)(=O)N2CCCCCC2)cc1,?,-25%,2%
CCOC(=O)c1nn(-c2ccccc2)cc1O,0%,5%,.
N#CC1=C(SCC(N)=O)NC(=O)CC1c1cccc2ccccc12 (configuration not stated),-4%,-7%,.
CN(CC(=O)Nc1ccc(Cl)c(C(F)(F)F)c1)CC(=O)NC1CCCCC1,?,16µM*,-5%[56.1 µM]
Cc1cc(C)c(NC(=O)c2cccc(NC(=O)c3ccco3)c2)c(C)c1,?,?,2%
CC(C)(C)c1ccc(-c2n[nH]c(=S)n2/N=C/c2ccncc2)cc1,?,-25%,4%

# Gathered by group: those above with a CF3 group
SMILES,DT40 TDP1 no CPT,DT40 TDP1 CPT,TDP1 inh
O=C(Cn1cc(C(F)(F)F)cc(Cl)c1=O)NC1CCS(=O)(=O)C1 (configuration not stated),7%,-2%,0%
CN(CC(=O)Nc1ccc(Cl)c(C(F)(F)F)c1)CC(=O)NC1CCCCC1,?,16µM*,-5%[56.1 µM]

# Arranged by molar mass (low to high): part of the list above
SMILES,DT40 TDP1 no CPT,DT40 TDP1 CPT,TDP1 inh
Cc1cc(C)c(NC(=O)c2cccc(NC(=O)c3ccco3)c2)c(C)c1,?,?,2%
CC(Oc1ccc2ccccc2c1)C(=O)NNC(=O)Nc1ccccc1F (configuration not stated),-8%,-21%,4%
CCc1ccc(NS(=O)(=O)c2c(C(=O)N3CCOCC3)c(C)n(C)c2C)cc1,6%,-3%,1%

# The list goes on.
SMILES,DT40 TDP1 no CPT,DT40 TDP1 CPT,TDP1 inh
COc1ccc(-c2cn3nc(N4CCC(C(=O)NCc5ccc(F)cc5)CC4)sc3n2)cc1,?,-33%,1%
CC(=O)c1c(C)[nH]c(C(=O)COC(=O)C2CC2)c1C,5%,-6%,0%
Cc1ccc(NC(=O)/C=C/c2ccccc2)c(Br)c1,?,?,1%[12.3 µM]
O=C(Nc1ccncc1)c1ccc(Cl)c(S(=O)(=O)N2CCCC2)c1,26µM*,?,-5%
CC(=O)Nc1ccc(-c2ccnc3c2CC(C)(C(=O)NCc2ccc(N(C)C)cc2)O3)cc1 (configuration not stated),?,?,.
CCN(CC)CCOC(=O)c1cc(Cl)c(N)cc1OC,0%&-2%,2%&11%,-10%[56.1 µM]
C=CCNC(=S)Nc1ccc2nsnc2c1,-5%,1%,2%
Cc1cc(OCC(=O)NCCc2c[nH]c3ccccc23)c2c(C)cc(=O)oc2c1,?,?,.
COc1ccc(CN2CCC(C(=O)N(C)CCc3ccc(OC)c(OC)c3)CC2)c(OC)c1,-8%,-6%,-3%
CCCCCCCCCCn1cc(C(C)=O)c(=O)[nH]c1=O,-10%,-9%,4%
CNc1c([N+](=O)[O-])cnn1-c1ccccc1Cl,-9%,-2%,0%
Cc1ccc(S(=O)(=O)Nc2nc3ccccc3nc2NCC2CCCO2)c(C)c1 (configuration not stated),-15%,-19%,.
CCCSc1nc2c(cnn2-c2ccc(C)cc2)c(=O)[nH]1,?,?,3%
COc1ccccc1CC1CC(=O)N(c2cccc(Cl)c2C)C1=O (configuration not stated),6%,1%,.
COc1ccc(CC(=O)OCC(=O)Nc2ccc(C(=O)Nc3ccc(OC)cc3)cc2)cc1,11%,-3%,.
O=C(CC1SC2=NCCN2C1=O)Nc1ccc(Cl)cc1 (configuration not stated),2%,-18%,2%
CCN(C(=O)c1ccc2c(Cl)c3c(nc2c1)CCC3)c1ccc(C)c(C)c1,21µM*,21µM*,0%
CCOC(=O)c1[nH]c2cc3c(cc2c1CCCN1C(=O)c2ccccc2C1=O)OCCO3,-20%,?,5%
Cc1cccc(NC(=O)CSCC(=O)N2CCN(c3cccc(C(F)(F)F)c3)CC2)c1,?,?,0%
O=C(O)Cn1cc(/C=C2/NC(=O)N(c3ccc(Cl)cc3)C2=O)c2ccccc21,-5%,-7%,6%
CCCCC(=O)N(C)c1c(C)nc2ccc(C(=O)Nc3cccc(NS(C)(=O)=O)c3)cn12,-10%,-1%,.
CCOC(=O)N1CCN(c2nc(-c3ccccc3)c3ccccc3n2)CC1,26µM*,-26%,.
COc1ccc(CNS(=O)(=O)c2ccc3c(c2)NC(=O)C(C)C(=O)N3)cc1 (configuration not stated),-21%,-19%,6%
C#Cc1ccc([C@H]2C=C(C(=O)N3CCN(Cc4ccccc4)CC3)O[C@@H](OCC)[C@@H]2CCCO)cc1,?,?,5%
Cc1cccc(NC(=O)C2COc3ccccc3O2)c1 (configuration not stated),4%,-5%,.
CC(=O)N1CCN(c2ccc(NC(=O)c3ccco3)cc2Cl)CC1,5%,-3%,5%
COc1ccc(CNS(=O)(=O)c2cc(-c3cc(C)no3)ccc2OC)cc1OC,7%,-7%,-3%
CCN1CCN(CCn2c(=S)[nH]c3ccccc3c2=O)CC1,4%,0%,2%
Cc1cccc(NS(=O)(=O)Cc2ccccc2)n1,-12%,-2%,0%
Cc1ccc(-c2noc(-c3cccs3)n2)cc1,2%,6%,1%
CC1(C(=O)Nc2cccc(C#N)c2)CCN1C(=O)c1ccccc1CCc1ccccc1 (configuration not stated),23µM*,?,.
CCOc1cc(NC(=S)NCC2CCCO2)c(OCC)cc1NC(=O)c1ccccc1F (configuration not stated),23µM*,?,6%
COC(=O)C1CCN(Cc2cc(=O)oc3cc(OC)ccc23)CC1,-48%,-12%,-1%
COc1cc(C(=O)OCC(=O)NC2CCCC2)cc(NC(=O)c2ccco2)c1OC,?,-1%,4%
CCc1ccccc1NC(=O)CN(C)C(=O)CSc1nnc(Nc2cccc(C)c2C)s1,?,?,5%
CCOC(=O)C1(C(F)(F)F)N=C(N(C)C)OC(N(C)C)=N1,-2%,5%,0%
C=CCNC(=S)NCc1ccccc1,-14%,-5%,8%
Cc1noc(C)c1NC(=O)NC(c1ccccc1)c1ccccc1,-14%,-13%,-1%
CC#CCOCC1CN(C)C(=O)O1 (configuration not stated),-1%,5%,.
CCOc1ccc(NC(=O)Cn2c(=O)n(Cc3nc(-c4ccccc4)no3)c(=O)c3cc4c(cc32)OCO4)cc1,-12%,-7%,3%

# Looked up by structure from the list above (2):
SMILES,DT40 TDP1 no CPT,DT40 TDP1 CPT,TDP1 inh
CCc1ccccc1NC(=O)CN(C)C(=O)CSc1nnc(Nc2cccc(C)c2C)s1,?,?,5%
CC(=O)N1CCN(c2ccc(NC(=O)c3ccco3)cc2Cl)CC1,5%,-3%,5%

# Next structures follow:
SMILES,DT40 TDP1 no CPT,DT40 TDP1 CPT,TDP1 inh
Cc1cnc(NC(=O)CSc2nnc(Cc3ccccc3)n2C)s1,-5%,0%,3%
CC(=O)c1sc(NC(=O)CCOc2ccccc2)nc1C,9%,-6%,1%
COc1ccc2[nH]c3c(c2c1)CCN1C(=O)N([C@@H](C)C(=O)NCc2ccc(C)cc2)C(=O)[C@]31C,?,-22%,.
COc1ccc(Nc2ncnc3c2cnn3-c2ccccc2)cc1OC,-11%,?,-3%
COc1ccc(CNS(=O)(=O)c2ccc3c(c2)NC(=O)CS3)cc1,-1%,-21%,1%
O=C(CSc1ccccc1)N/N=C/c1ccccc1O,2.6µM*,4.1µM*,3%
CN1CCN(c2ccccc2NC(=O)COc2ccc(Cl)cc2)CC1,-15%,-7%,3%
CCN1CCN(Cc2c(O)c(Cl)cc3c(C)cc(=O)oc23)CC1,-15%,-2%,.
O=C(Nc1ccc(N2CCOCC2)c(Cl)c1)c1cccc(F)c1,?,-25%,10%
Cc1cc2ncn(C3CC(=O)N(Cc4ccccc4)C3=O)c2cc1C (configuration not stated),-16%,-10%,-3%
O=c1ccnc(Nc2ccc3c(c2)OCCO3)[nH]1,-18%,-23%,-3%
CC1CC2(NC(=O)NC2=O)C(C)CN1C (configuration not stated),-2%,12%,-5%
COc1ccc2c(ccn2S(=O)(=O)c2ccccc2)c1,?,-15%,.
CCc1ccc([C@@H]2C[C@H]3[C@@H](CN2S(=O)(=O)c2ccc(C)cc2)C(=O)C[C@@H](c2ccc(Cl)cc2)N3S(=O)(=O)c2ccccc2C)cc1,?,?,.
CC(c1ccon1)N(C)C(=O)c1cccc(OC2CCN(S(C)(=O)=O)CC2)c1 (configuration not stated),-26%,-26%,.
CC(C)OC(=O)c1ccc(N2C(=O)C3CC=CCC3C2=O)cc1 (configuration not stated),-17%,-6%,4%
CCOc1ccc(NC(=O)CCNC(=O)Cn2cnc3ccccc3c2=O)cc1,-10%,23%,0%
CC(C)[C@@H](C(=O)NC1CCN(Cc2ccccc2)CC1)N1C(=O)N2CCc3c([nH]c4ccccc34)[C@@]2(C)C1=O,13µM*,18µM*,.
COc1ccc(OC)c2c1cc(C(=O)N[C@@H](Cc1ccccc1)C(=O)O)n2C,-2%,29%,.
O=C(N/N=C/c1cc(Br)c(O)c(Br)c1O)c1cccnc1,?,21µM*,.
CCOC(=O)c1ccc(NC(=O)c2ccc(NC(=O)C3CCCO3)cc2)cc1 (configuration not stated),?,?,.
COc1cccc(N2CCN(CC(=O)Nc3nc(C)c(C(=O)N(C)C)s3)CC2)c1,-10%,13%,.
CCc1cccc(NC(=O)CN(c2ccc(OC)cc2)S(=O)(=O)c2c(C)n[nH]c2C)c1,-20%,-26%,3%
CCC(C)NS(=O)(=O)c1ccc(OCC(=O)NCc2ccc(OC)cc2)cc1 (configuration not stated),13%,7%,0%
O=C(CCC(=O)Nc1cccnc1)Nc1cccnc1,-1%,7%,.
CC(=O)Nc1cccc(NC(=O)Cc2nc(-c3ccccc3)sc2-c2ccc(C)cc2)c1,?,?,8%
Cc1ccccc1C(=O)NC1CC2CCCC(C1)N2CC(C)C (configuration not stated),-26%,?,.
CC1=CC(C)(C)N2C(=O)C3(C(C#N)=C(N)OC4=C3C(=O)CC(C)(C)C4)c3c(C)c(C)cc1c32 (configuration not stated),?,?,-6%
C/C(=N\NC(=O)c1ccncc1)C12CC3CC(CC(C3)C1)C2,?,-17%,5%
CCn1nc(C(=O)NNC(=O)c2ccccc2)c2ccccc2c1=O,-2%,-6%,0%[56.1 µM]
O=C(c1cc(Br)c(Br)s1)N1CCc2ccccc2C1,?,?,-12%
Cc1cc(C)c(NC(=O)CNC(=O)c2cc([N+](=O)[O-])ccc2N2CCOCC2)c(C)c1,-2%,-26%,1%
N#CCCN(C(=O)COc1ccc(Cl)cc1Cl)c1ccccc1,-16%,1%,-1%
Clc1ccc(CCNc2ncnc3nc[nH]c23)cc1,7.3µM*,12µM*,7%
Nc1sc(-c2ccccc2)c(Cc2ccccc2)c1C(=O)O,14%,-5%,5%
CC(NC(=O)CCCC1=NS(=O)(=O)c2ccccc2N1)c1ccccc1 (configuration not stated),?,-28%,2%
O=[N+]([O-])c1ccc(N=Cc2c(O)ccc3ccccc23)cc1,?,?,-4%
CCN(CC)c1ccc(/C=N/NC(=O)OC)c(O)c1,26µM*,?,8%
O=C(Nc1ccccc1N1CCCC1)C1CCN(S(=O)(=O)c2ccccc2)CC1,2%,-4%,.

# Source: PubChem BioAssay
